aSyn tox rescue – qHTS of alpha-syn Inhibitors: NCGC Sytravon Library Screen; S. cerevisiae alpha-synuclein toxicity rescue, BacTiter-Glo growth, 24 h; Potency, µM (doses to about 46.1 µM), inactives show at the top dose growth rescue (activation), usual class: activators; hit rate 0.02% among 94,000; AID 1347070, 2019; active means well fitted activation curve with a large enough effect; inconclusive means small, poorly fitted or top-dose-only effect; further: 0% is about no effect
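Growth restoration measured by BacTiter-Glo luminescence after 24 hr at 30 deg C; alpha-synuclein yeast, raffinose-pregrown to mid-log, were added at OD600=0.02 in galactose medium onto pinned compounds.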
* = called active by the depositor; ? = inconclusive; [ ] = remark or other dose. Potency means the concentration at half of the fitted maximal effect. This is a subset. The share of hits here may be higher or lower than overall.

| SMILES | aSyn tox rescue |
| --- | --- |
| Cc1ccc(-c2nc3cccnc3s2)cc1NS(C)(=O)=O | -4% |
| CC(=O)NC(CCS(C)(=O)=O)C(=O)Nc1cccc(Cl)c1Cl (stereo unspecified) | 2% |
| CCOc1ccc(C(=O)COC(=O)c2c(-c3ccccc3)noc2C)cc1 | -43%[inhibitor] |
| CCCc1cc(=O)n2[nH]c(NC(=O)c3ccccc3Cl)nc2n1 | -7% |
| Cn1c(=O)c2c(SCC(=O)NCc3ccco3)nc(-c3cccc(F)c3)nc2n(C)c1=O | 2% |
| CCCCCn1c(CNC(=O)c2ccc(F)cc2)nc2ccccc21 | 0% |
| COc1ccc(CC(=O)Nc2nnc3n2CCS3)cc1OC | -8% |
| COc1ccc(N(C(=O)c2snc(C(N)=O)c2N)C(C(=O)NC2CCCC2)c2cccs2)c(OC)c1 (stereo unspecified) | -5% |
| Cc1ccc(NC(=O)CN(C)CC(=O)NC2CCCc3ccccc32)cc1 (stereo unspecified) | -8% |
| COCCN(C(=O)c1ccco1)c1nc(-c2ccc(OC)cc2)cs1 | 1% |
| Cc1nnc2ccc(-c3cccc(NC(=O)c4ccc(Br)o4)c3)nn12 | 7% |
| CN(Cc1ccccc1)C(=O)c1ccc2c(c1)N(Cc1ccc(Cl)cc1)C(=O)c1ccccc1S2=O (stereo unspecified) | 14% |
| CCN(CC)CCNC(=O)c1ccc(NC2=NC3CS(=O)(=O)CC3S2)cc1 (stereo unspecified) | 6% |
| COc1cc(OC)cc(C(=O)Nc2ccc(NC(=O)c3ccco3)c(C)c2)c1 | -2% |
| CCCCC(=O)Nc1ccc(C(=O)NNC(=O)c2cccs2)cc1 | -9% |

4 entries already listed, arranged by length of the SMILES, low to high.
| SMILES | aSyn tox rescue |
| --- | --- |
| Cc1ccc(-c2nc3cccnc3s2)cc1NS(C)(=O)=O | -4% |
| CCCc1cc(=O)n2[nH]c(NC(=O)c3ccccc3Cl)nc2n1 | -7% |
| CCN(CC)CCNC(=O)c1ccc(NC2=NC3CS(=O)(=O)CC3S2)cc1 (stereo unspecified) | 6% |
| COc1cc(OC)cc(C(=O)Nc2ccc(NC(=O)c3ccco3)c(C)c2)c1 | -2% |

(more compounds)
| SMILES | aSyn tox rescue |
| --- | --- |
| Cc1ccc2cccc(NC(=O)C(C)(C)Oc3ccc(Br)cc3)c2n1 | 1% |
| O=S(=O)(c1ccc(Cl)c(S(=O)(=O)N2CCCC2)c1)N1CCCC1 | 1% |
| C/C=C/c1cnc2c(c1)C(=O)N([C@H](C)CO)C[C@@H](C)[C@@H](CN(C)C(=O)NC1CCCC1)O2 | -8% |
| COCOCCn1cc(CN2CCS(=O)(=O)N(Cc3ccc(-c4ccccc4)cc3)C(C(C)C)C2=O)nn1 (stereo unspecified) | 7% |
| CCc1cccc(-n2nnc(-c3nc(-c4cccs4)no3)c2N)c1 | 1% |
| CC1CCCN(C(=O)C(=O)Nc2ccc3nc4n(c(=O)c3c2)CCCCC4)C1 (stereo unspecified) | -4% |
| CCOC(=O)C1CCN(C(=O)c2nn(-c3ccc(C)cc3)c(=O)n(C)c2=O)CC1 | 1% |
| O=C(NCc1cccnc1)C(=O)NCC(c1cccnc1)N1CCN(c2ccccc2)CC1 (stereo unspecified) | -3% |
| CCCNC(=O)C(C)n1nc(C)c2c(C)n(-c3ccccc3)nc2c1=O (stereo unspecified) | 0% |
| Cc1cc(C)cc(OCCn2c(C3CC(=O)N(c4ccccc4Cl)C3)nc3ccccc32)c1 (stereo unspecified) | 5% |
| COc1ccccc1CNCc1ccc(C(=O)O)s1 | -7% |
| CC(=O)c1c(C)oc2c(Cl)cc(NS(=O)(=O)c3ccc(Cl)cc3)cc12 | 4% |
| O=S(=O)(c1ccc(NC(=S)N2CCCCC2)cc1)N1CCCCC1 | 1% |
| CC(C)(C)c1ccc(S(=O)(=O)C(C)(C)C)cc1 | 11% |
| CCCCN1CC(c2nc3ccccc3n2CCCCOc2cc(C)ccc2C)CC1=O (stereo unspecified) | 2% |
| O=C(O)c1ccc2nnn(O)c2c1 | -1% |
| O=C(c1ccoc1)N1CCN(c2cc(-c3cccnc3)nc3cc(-c4cccc(Cl)c4)nn23)CC1 | 4% |
| NC(=O)c1cc(S(=O)(=O)NCc2cccc(Br)c2)cs1 | -1% |
| COc1ccc(C)cc1NC(=O)c1cc2c(s1)-c1ccccc1SC2 | -6% |
| Cc1c(CNCc2ccc(Cl)cc2)c(C(=O)O)c(C)n1Cc1ccc(F)cc1 | 8% |
| O=C(NNC(=O)c1ccc(Cl)c(S(=O)(=O)Nc2ccc(Cl)cc2)c1)c1ccc(=O)[nH]c1 | 3% |
| COc1cc(OC)c(NC(=O)c2nc(-c3ccncc3)no2)cc1Cl | -10% |
| CCC(Cc1ccccc1)NC(=O)Cn1ncc2c3ccccc3n(Cc3ccccc3)c2c1=O (stereo unspecified) | 6% |
| CC1CC(C)(C)NC(=S)O1 (stereo unspecified) | -1% |
| CN(C)c1ccc(C(=O)NCc2ccc3c(c2)CCN3C(=O)c2ccccc2)cc1 | 1% |
| CCN(C(=O)CN1CC(C)OC(C)C1)c1c(N)n(Cc2ccccc2)c(=O)[nH]c1=O (stereo unspecified) | -1% |
| CCN(C(=O)COC(=O)Cc1c[nH]c2ccccc12)c1c(N)n(Cc2ccccc2)c(=O)[nH]c1=O | -1% |
| O=c1ccc(-c2nc3ccccc3n2Cc2ccccc2Cl)c[nH]1 | -3% |
| O=C(CCc1ccccc1)N(Cc1cccnc1)c1nc2c(F)cccc2s1 | ? |
| COc1ccc(-c2ccc(CCC(=O)O)n2Cc2ccco2)cc1 | 8% |

The final four compounds of the part above are carried over, then new ones follow.
| SMILES | aSyn tox rescue |
| --- | --- |
| CCN(C(=O)COC(=O)Cc1c[nH]c2ccccc12)c1c(N)n(Cc2ccccc2)c(=O)[nH]c1=O | -1% |
| O=c1ccc(-c2nc3ccccc3n2Cc2ccccc2Cl)c[nH]1 | -3% |
| O=C(CCc1ccccc1)N(Cc1cccnc1)c1nc2c(F)cccc2s1 | ? |
| COc1ccc(-c2ccc(CCC(=O)O)n2Cc2ccco2)cc1 | 8% |
| COc1ccc(OC)c(NS(=O)(=O)c2ccc3[nH]c(=O)[nH]c3c2)c1 | -11% |
| O=C(CSc1nc2ccsc2c(=O)n1Cc1ccccc1)NCC1CCCO1 (stereo unspecified) | 5% |
| COc1ccc2c(c1)c1c(c(=O)n(Cc3ccccc3)c(=O)n1CC(=O)Nc1cc(C)cc(C)c1)n2C | 6% |
| N#CC1(P(=O)(c2ccccc2)c2ccccc2)CCCC1 | -2% |
| CCCCC(NC(C)=O)c1nc2ccccc2[nH]1 (stereo unspecified) | -3% |
| Cc1ccc2c(CN3CCN(Cc4ccccc4)CC3)cc(=O)oc2c1C | -44%[inhibitor] |
| Cn1c(CO)nc2c3ccccc3ccc21 | 0% |
| O=C(CS(=O)(=O)c1cccc2nsnc12)Nc1cc(F)ccc1F | -5% |
| Cc1cccc(Nc2nnc(-c3ccc(C)c(S(=O)(=O)N4CCCCC4)c3)c3ccccc23)c1 | 10% |
| COc1ccc(/C=C/C(=O)Nc2ccc3nc(N4CCC(C)CC4)cc(C)c3c2)cc1OC | -42%[inhibitor] |
| Cc1ccc(NC(=O)c2oc3ccc(S(=O)(=O)N4CCCCC4)cc3c2C)cc1Cl | -3% |
| Cc1ccccc1CNC(=O)Cn1c(=O)c2cccn2c2cccnc21 | 3% |
| O=C1CN(C(=O)c2ccc(S(=O)(=O)N3CCCC3)cc2)C(c2ccccc2)c2cc(Cl)ccc2N1 (stereo unspecified) | 4% |
| CCN1CCCC1CNC(=O)c1cc(N)ccc1OC (stereo unspecified) | 2% |
| O=C1NC(=S)S/C1=C\c1ccc2ccccc2c1 | 2% |

2 entries drawn at random from those above:
| SMILES | aSyn tox rescue |
| --- | --- |
| CCCCN1CC(c2nc3ccccc3n2CCCCOc2cc(C)ccc2C)CC1=O (stereo unspecified) | 2% |
| O=C1CN(C(=O)c2ccc(S(=O)(=O)N3CCCC3)cc2)C(c2ccccc2)c2cc(Cl)ccc2N1 (stereo unspecified) | 4% |

Further records.
Structure | aSyn tox rescue
CC(=O)NC(CC(=O)Nc1cc(Cl)ccc1-n1cncn1)c1ccccc1 (stereo unspecified) | -10%
CC(C(=O)Nc1ccc2c(c1)OCCO2)N(C)Cc1c(F)cccc1Cl (stereo unspecified) | 10%
CCN1CCN(c2cc(C)c3cc(NC(=O)c4cc(OC)c(OC)c(OC)c4)ccc3n2)CC1 | -6%
Cc1ccc(-c2nc3c4ccccc4n(CC(=O)N4CCN(c5ccc(F)cc5)CC4)c(=O)n3n2)cc1 | -12%
C[C@@H]1CN([C@@H](C)CO)C(=O)CCCn2nncc2CO[C@@H]1CN(C)C(=O)c1ccncc1 | -3%
CCN(CC)CCNC(=O)c1ccc2c(c1)NC(=O)C(CS(=O)(=O)Cc1cccc(Br)c1)N2 (stereo unspecified) | -19%
O=C(c1cc(-c2cccc(Cl)c2)on1)N1CCN(c2ccc(F)cc2)CC1 | -2%
O=C1c2ccccc2C(Nc2ccc3c(c2)OCCO3)N1c1ccccn1 (stereo unspecified) | 3%
CCc1ccccc1N1CC(c2nc3ccccc3n2CCCCOc2ccccc2OC)CC1=O (stereo unspecified) | 4%
COc1ccc(NC(=O)CC2C(=O)NC3CCCCC3N2C(=O)c2ccc(F)cc2)cc1 (stereo unspecified) | 6%
O=[N+]([O-])c1ccccc1S(=O)(=O)Nc1ccc(S(=O)(=O)Nc2nccs2)cc1 | -13%
O=C(N/C(=C/c1ccc([N+](=O)[O-])cc1)C(=O)N1CCCC1)c1ccccc1 | 10%
COc1cc(C(=O)NCCC(=O)NCc2cccs2)cc(OC)c1OC | -6%
COc1ccc(Cl)cc1NC(=O)c1cc(-c2ccc3c(c2)OCO3)on1 | -5%
Cc1ccc(NC2=C(Cl)C(=O)OC2OC(=O)c2ccc(C)cc2)cc1 (stereo unspecified) | 15%
CCN(CC)CCNC(=O)C1CCN(C(=O)c2cnn(-c3ccccc3)c2-n2cccc2)CC1 | 8%
CSc1ccc(CCNC(=O)c2cc3n(n2)CCCN(Cc2ccc(C)cc2)C3=O)cc1 | 8%
COC(=O)c1ccccc1NC(=O)c1ccc(COc2cc(C)cc(C)c2)o1 | 8%
CCOC(=O)c1nn(-c2ccccc2)c(=O)cc1OCC(=O)Nc1cc(C)ccc1OC | -6%
COc1ccc(C(=O)Nc2nnc(S(=O)(=O)N(C)c3ccc(C)cc3)s2)cc1 | -1%
Cc1sc2nc(C(C)C)nc(SCC(=O)N3CCOCC3)c2c1C | 12%
CCOC(=O)Cc1csc(NC(=O)/C=C\c2ccccc2Cl)n1 | -12%
COc1ccccc1N1CCN(C(=O)CCS(=O)(=O)c2cc(Br)cc3c2N(C(C)=O)CC3)CC1 | -3%
CCN1CCN(c2oc(-c3ccc(COc4ccc(C)cc4)o3)nc2C#N)CC1 | 8%
Cc1ccccc1NC(=O)Cn1c(=O)n(CCCCCC(=O)NCc2ccc3c(c2)OCO3)c(=O)c2sccc21 | -6%
CC1(c2ccccc2)CC(C)(C)N(C(=O)c2ccccc2Cl)c2ccccc21 (stereo unspecified) | -12%
COC(=O)c1cnc(Oc2ccc(NC(=O)NC(=O)c3c(F)cccc3F)cc2)cc1C(F)(F)F | 8%
CC1(C)CC(=O)C=C(C#CC2(O)CCCCC2)C1 | -2%
COC(=O)c1cc(NC(=O)c2cc(-c3ccc(OC)cc3)oc2C(F)(F)F)ccc1N1CCOCC1 | 6%
COc1ccc(NC(=O)Cn2c(=O)oc3cc(S(=O)(=O)N4CCC(C)CC4)ccc32)c(OC)c1 | -13%
CCc1cccc(NC(=O)Cn2c(=O)n(Cc3ccccc3)c(=O)c3c(C)c(C(=O)N(C)C)sc32)c1 | 1%
O=c1cc(C(F)(F)F)[nH]c2c(OC(F)(F)F)cccc12 | -58%[inhibitor]
O=C(c1cnc2sccn2c1=O)N1CCN(c2ccccc2Cl)CC1 | 1%
COc1cc(N(C)C)c([N+](=O)[O-])cc1C(=O)N1CCN(Cc2ccccc2)CC1 | 0%
CCOC(=O)c1c(C)[nH]c(C)c1S(=O)(=O)N1CCC(C(=O)Nc2ccc(OCC)cc2)CC1 | 6%
O=c1oc2c(CN3CCOCC3)c(O)ccc2cc1-c1ccc(Cl)cc1 | -26%
O=C(Cc1ccccc1)NNC1=NS(=O)(=O)c2ccccc21 | -4%
CCN(CC)CCN(C(=O)c1cccc([N+](=O)[O-])c1)c1nc2ccc(OC)cc2s1 | 11%
Cc1nc2nc(C)c(CCC(=O)NCc3cccc(Cl)c3)c(C)n2n1 | 8%
CCOC(=O)c1c(C)oc2nc(C)nc(NCC3CCN(Cc4ccc(F)cc4)CC3)c12 | -7%
Cc1cccc(NC(=O)N2CCC(NC(=O)c3ccco3)CC2)c1 | 1%
O=C(NC1CC(=O)N(c2ccc(Cl)cc2)C1)c1ccc(S(=O)(=O)N2CCOCC2)cc1 (stereo unspecified) | -6%
Cc1ccc(-n2nnc(-c3nc(-c4cccs4)no3)c2N)c(C)c1 | 5%
N#CC(C#N)=Cc1ccc(OC(=O)c2ccccn2)cc1 | 11%
CCc1nc2nc(C)c(NS(=O)(=O)c3ccc(F)c(C)c3)c(=O)n2[nH]1 | 3%
O=C1Nc2ccccc2C1=Nc1cccc([N+](=O)[O-])c1 | 12%
O=C(COc1ccc(Cl)cc1)NCCc1csc(-c2ccc(C(F)(F)F)cc2)n1 | 4%
CCOC(=O)N1CCC(NC(=O)c2ccc3c(c2)N(Cc2ccc(F)cc2)C(=O)c2ccccc2S3(=O)=O)CC1 | -35%[inhibitor]
Cc1ccc(-c2nc(CS(=O)(=O)CC(=O)N3CC(C)CC(C)C3)c(C)o2)cc1 (stereo unspecified) | -4%
O=C(Nc1ccccc1C(=O)O)c1cc(S(=O)(=O)N2CCCCCC2)ccc1Cl | -9%
Cc1ccc(-c2cc(C(F)(F)F)n3nc(-c4ccc(Cl)cc4)cc3n2)cc1 | 0%
Cc1ccc(-c2cnc(NCc3ccc(C(C)C)cc3)n2C)cc1 | -13%
COc1cc(C)c(NC(=O)COc2ccc3c(c2)OCO3)cc1C | 2%
O=C(O)c1sc2cc(C(F)(F)F)cnc2c1-c1cccs1 | 4%
CN(CC(=O)Nc1ccc(F)cc1)C(=O)COC(=O)c1cc([N+](=O)[O-])ccc1N1CCOCC1 | 10%
